H1N1 NS1A inhibition: H1N1 influenza NS1A inhibitors, functional cell based assay (AID 504329); NS1A functional cell-based assay, percent inhibition; higher % means a stronger effect; inhibition, % at 12.5 µM; hits with a dose series show IC50 in µM; 0.3% of 340,000 active; in the data active = a potency from the dose series; inconclusive = inhibition above about 27% without an active follow-up result; note: strong numbers were not always called active
H37Rv inhibition: M. tuberculosis growth inhibition, HTS (AID 449762). M. tuberculosis H37Rv growth inhibition, 7H9 media; higher % means a stronger effect. 0.59% of 330,000 active. inhibition, % at 25 µM, or IC50 in µM where a hit was titrated; in the data active = a potency from the dose series; inconclusive = inhibition above about 70% without an active follow-up result;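 note: bacterial growth assessed after seven days of incubation; strong numbers were not always called active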
M. tuberculosis: growth inhibition of non-replicating M. tuberculosis (AID 488890). Mycobacterium tuberculosis non-replicating, growth inhibition; higher % means a stronger effect. one-dose inhibition, % at 25 µM; IC50 in µM for titrated hits. 0.39% of 320,000 active; in the data active = a potency from the dose series; inconclusive = inhibition mostly from about 82% at the one dose, without a potency; inactive = the rest, 99 in 100 with inhibition below about 76%;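 note: plate controls were DMSO cells for no effect and high antibiotic wells for full effect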
inhibitors of VEEV: inhibitors of VEEV TC-83 cytopathic effect, confirmation, Vero cells (AID 588727); 0.13% of 350,000 active; Vero cells, VEEV TC-83 cytopathic effect inhibition; higher % means a stronger effect; inhibition, % at 20 µM; hits with a dose series show IC50 in µM; in the data active = a potency from the dose series; inconclusive = inhibition mostly from about 14% at the one dose, without a potency; inactive = the rest, 99 in 100 with inhibition below about 12%; note: strong numbers were not always called active
PhoP GFP inhibition: PhoP regulon inhibitors, Salmonella typhi PhoP promoter GFP reporter, confirmatory (AID 1850); Salmonella Typhi PhoP-promoter GFP reporter, fluorescence, 4 h; higher % means a stronger effect; inhibition, % at 50 µM; hits with a dose series show IC50 in µM; 0.33% of 310,000 active; in the data active = a potency from the dose series; inconclusive = inhibition mostly from about 25% at the one dose, without a potency; inactive = the rest, 99 in 100 with inhibition below about 19%;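 note: 0% = induced wells with vehicle and 100% = uninduced wells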
inhibitors of VEEV 10K pilot screen: also measured in inhibitors of VEEV; calls as there; inhibition, %; measured here: 10K pilot screen inhibition
Numbers without * were called inactive; i = inactive; ? = inconclusive; . = no result given.

SMILES	H1N1 NS1A inhibition	H37Rv inhibition	M. tuberculosis	inhibitors of VEEV	PhoP GFP inhibition	others
COc1ccc(C2C(C)C3(O)CC(C#N)(C(=O)N3)C2(C#N)C#N)cc1 (stereo not drawn)	-2%	2%	-21%	1.1%	3%
CC(=O)N(c1ccc(Cl)cc1)c1c[nH]c2ccccc12	-4%	5%	19%	0.1%	-4%
CCOc1cc(/C=N\Nc2ncc(F)c(N3CCOCC3)n2)ccc1Oc1nc(Cl)ncc1F	0%	66%	37%	8.7%	1%
Cc1ccc(NC(=O)c2ccccc2OCc2c(C)noc2C)cc1S(=O)(=O)N(C)C	-6%	7%	21%	i	.
C=CCn1c(SCC(=O)NC2CCS(=O)(=O)C2)nc2sc(CC)cc2c1=O (stereo not drawn)	-15%	-1%	-2%	1.9%	4%
O=S(=O)(Oc1ccccc1)c1cccnc1	12%	-7%	-6%	i	7%
CN(C)C(=O)c1cc(C(=O)c2c(F)cccc2F)c[nH]1	-3%	-7%	-12%	0.2%	-1%
CCCc1cc(=O)[nH]c(SCC(=O)c2cc(C)n(C)c2C)n1	-3%	2%	2%	0.2%	-12%
CN(CC(=O)NC1CC1)S(=O)(=O)c1ccc(F)cc1	-12%	-1%	-10%	2.3%	-1%
CCOc1ccccc1N1CCN(C(=O)CCCc2nc3ccccc3s2)CC1	4%	16%	9%	9.2%	-4%
Cc1cc(Cl)c(OCCCn2ccnc2)c(Br)c1	-5%	1%	39%	0.2%	2%
CC1CN(CCS(=O)(=O)c2cc(Cl)ccc2Cl)CC(C)O1 (stereo not drawn)	-11%	1%	?	2.8%	2%
NC(=O)Oc1cccc(OC(N)=O)c1	1%	-5%	1%	1.3%	48%
c1ccc(-n2nnnc2N2CCOCC2)cc1	5%	-4%	-7%	0.3%	3%
O=C(O)CC1c2ccccc2CCN1S(=O)(=O)c1ccccc1 (stereo not drawn)	.	10%	2%	0.1%	0%
COCCNC(=O)C(c1ccccc1C)N(C(=O)Cn1nnc2ccccc21)c1cccnc1 (stereo not drawn)	3%	4%	-2%	4.0%	-3%
CC1C(=O)Nc2ccc(S(=O)(=O)N3CCN(c4cccc(Cl)c4)CC3)cc2NC1=O (stereo not drawn)	8%	-3%	44%	1.3%	5%
CCC(=O)Nc1c(C)cc(C)cc1Cl	-10%	-2%	1%	2.6%	4%
COc1cc(CC(=O)OCC(=O)N2CCCCC2)cc(OC)c1OC	4%	4%	16%	0.8%	0%
CC[C@]1(C(=O)OC)[C@H]2C(=O)N(C)C(=O)[C@H]2[C@H]2CN=C(SCc3ccccc3)N21	-15%	.	.	1.2%	.
COc1ccc(C(c2c(C)n(C)n(-c3ccccc3)c2=O)c2c(C)n(C)n(-c3ccccc3)c2=O)cc1O	.	-5%	-2%	.	2%
COCCn1c(-c2cccs2)csc1=Nc1cccnc1	1%	-1%	18%	1.4%	3%
COCCOc1ccc(C(F)(F)F)cc1NC(=O)CN1C(=O)NC(C)(c2ccc3c(c2)OCO3)C1=O (stereo not drawn)	2%	13%	-5%	8.0%	3%
COc1ccccc1NC(=O)Nc1nn(C)c2cccc(OC)c12	2%	28%	67%	2.7%	5%
COc1ccc(NC(=O)COC(=O)C2CCN(S(=O)(=O)c3ccccc3)CC2)cc1Cl	-7%	0%	-9%	1.2%	1%
SMILES	H1N1 NS1A inhibition	H37Rv inhibition	M. tuberculosis	inhibitors of VEEV	PhoP GFP inhibition	others
COc1ccc(OC)c2nc3c(C(=O)NCCN(C)C)cccc3nc12	1%	.	.	0.9%	.
O=S(=O)(NCC1CCN(c2ccc(S(=O)(=O)N3CCOCC3)cc2)CC1)c1ccccc1	6%	.	.	0.9%	.
CCCOc1ccc(C(=O)N2CC3(CC(c4cccc(NC(=O)[C@@H]5CCC(=O)N5)c4)=NO3)C[C@H]2C(=O)NC2(C(N)=O)CC2)cc1 (stereo partly drawn)	-14%	1%	11%	0.2%	-21%	inhibitors of VEEV 10K pilot screen=1.9
COc1ccc(CNC(=O)N2CCN(c3cccc(C)c3C)CC2)cc1OC	1%	6%	47%	0.1%	-36%
COc1ccc(NC(=O)NC2(C(=O)N3CCCC(C)C3)CCCCC2)cc1 (stereo not drawn)	7%	1%	2%	1.2%	11%
O=C(Nc1ccc(NC(=O)c2cccs2)cn1)c1ccccc1	6%	7%	18%	0.3%	3%
O=C1C2C3c4ccccc4C(c4ccccc43)[C@@H]2c2nc3ccccc3n21 (stereo partly drawn)	-6%	1%	8%	0.5%	4%
CC(C)c1ccc(S(=O)(=O)Nc2ccc3c(c2)OCO3)cc1	-1%	2%	33%	1.5%	.
CN(Cc1ccccc1)C(=O)c1ccccc1NC(=O)c1ccccc1	4%	-5%	-4%	2.1%	7%	inhibitors of VEEV 10K pilot screen=1.1
CC(C)Oc1ccc(S(=O)(=O)N2CCOCC2)cc1NC(=O)C(C)Oc1ccc(F)cc1 (stereo not drawn)	-10%	4%	4%	1.1%	0%
Cc1cnc(C(=O)N2CCN(c3ccc(C(F)(F)F)cn3)CC2)cn1	6%	-3%	26%	i	-1%
Cc1c(NC(=O)c2c(NC(=O)CNC3CC3)sc3c2CCCC3)c(=O)n(-c2ccccc2)n1C	-4%	5%	35%	i	-8%
Cc1ccnc(NC(=O)/C=C/c2ccccc2Cl)c1	9%	11%	-9%	3.1%	-3%
CCOCCn1c(CN2CCN(c3ccc(OC)cc3)CC2)nc2c1c(=O)n(C)c(=O)n2C	-8%	4%	6%	i	-8%
Cc1ccc(-n2ncc3c(=O)[nH]c(SCC(=O)N4CCCCC4)nc32)cc1	0%	-6%	.	2.0%	-18%
O=C(COC(=O)c1ccccc1C(=O)c1ccccc1)Nc1ccc(SC(F)F)cc1	-1%	1%	29%	6.2%	-4%
COC(=O)c1scc(C)c1-n1ccc(C(=O)C(=O)N(C)C)c1	-1%	0%	7%	0.2%	-1%	inhibitors of VEEV 10K pilot screen=0.3
COc1ccc(CCNC(=O)c2ccc(-c3cccc([N+](=O)[O-])c3)o2)cc1OC	8%	-2%	8%	8.5%	7%
CCOC(=O)c1c(S(=O)(=O)NCc2cccs2)c(C)n(C)c1C	6%	-2%	-5%	2.5%	-1%
Cc1cc(CN(C)C)c(OC(=O)N(C)C)cc1C	-2%	1%	-7%	2.1%	0%
Cc1cccc(OCCSc2cc(C)nc(N)n2)c1	0%	12%	28%	5.6%	1%
NC(=O)[C@H]1CC2(CC(c3cccc(NC(=O)[C@H]4CCC(=O)N4)c3)=NO2)CN1C(=O)c1cc([N+](=O)[O-])cc([N+](=O)[O-])c1 (stereo partly drawn)	-3%	7%	13%	0.5%	-16%
O=C(Nc1cc([N+](=O)[O-])c2[nH]c(=O)c3ccccc3c2c1)C(F)(F)F	2%	.	.	3.6%	.
CCOC(=O)Nc1ccc2nc(Sc3ccc(Cl)cc3)sc2c1	2%	46%	68%	i	-13%
CCCC(c1nnnn1Cc1ccc(F)cc1)N1CCN(C2CCCCC2)CC1 (stereo not drawn)	-6%	2%	-4%	5.4%	21%
SMILES	H1N1 NS1A inhibition	H37Rv inhibition	M. tuberculosis	inhibitors of VEEV	PhoP GFP inhibition	others
Cc1nc2ccccn2c1C(=O)NNC(=O)Nc1cccc(C(F)(F)F)c1	-1%	4%	10%	0.1%	1%
CC(C)CCNC(=O)COc1ccc(N(C)S(=O)(=O)c2ccc(F)cc2)cc1	-7%	9%	8%	1.2%	8%
CC1(c2nnc(-c3ccncc3)o2)CC(c2cccc(Cl)c2)=NO1 (stereo not drawn)	4%	?	66%	0.0%	-7%	inhibitors of VEEV 10K pilot screen=0.0
CS(=O)(=O)Nc1nnc(SCC(=O)N(c2ccccc2)c2ccccc2)s1	-7%	-7%	-5%	2.7%	-1%
COCCn1c(SCC(=O)NN2C(=O)NC(C)(c3ccccc3)C2=O)nnc1-c1ccncc1 (stereo not drawn)	-11%	8%	-3%	6.7%	.
O=C(CNc1ccccc1Cl)c1ccc(Br)cc1	-2%	8%	?	i	-4%
O=C(c1ccc(NS(=O)(=O)c2cccc([N+](=O)[O-])c2)cc1)N1CCN(C(=O)c2ccco2)CC1	-6%	-5%	-5%	1.2%	.
CC1CCCN(S(=O)(=O)c2ccc(NC(=O)CN3CCN(C)CC3)cc2)C1 (stereo not drawn)	-8%	-2%	-4%	i	-10%	inhibitors of VEEV 10K pilot screen=0.6
Cc1cc2occ(CC(=O)NNC(=O)c3ccccc3)c2cc1C	-5%	-15%	27%	3.5%	-3%
CC(C)(C)NC(=O)NC(=O)CN1CCN(S(=O)(=O)c2ccc3c(c2)CCCC3)CC1	-1%	-8%	21%	7.5%	7%
CC(C)c1nnc(NC(=O)CCCCCN2C(=O)C3C4C=CC(C4)C3C2=O)s1 (stereo not drawn)	0%	-7%	.	?	8%
Brc1ccc(C2=Nc3ccccc3C(c3ccncc3)=NN2)cc1	-4%	6%	-6%	0.1%	-8%
O=C1/C(=C\c2cccc(O)c2)SC(=S)N1Cc1ccccc1	2%	-2%	-3%	3.5%	-3%
CN(C(=O)CSc1nc(C2CC2)n(-c2ccccc2)n1)C1CCS(=O)(=O)C1 (stereo not drawn)	4%	.	.	i	.
CCOC(=O)C(C)Sc1nc(=O)n2cccc(C)c2n1 (stereo not drawn)	-18%	-1%	-8%	1.5%	7%
C=CCC(O)c1c(-c2ccccc2)nn(C)c1Cl (stereo not drawn)	-6%	-8%	-6%	0.5%	6%
O=C(CSc1nnc(CNC(=O)c2ccc(F)cc2)o1)NCC1CCCO1 (stereo not drawn)	5%	2%	51%	0.5%	6%
CCOC(=O)C1CCCN(S(=O)(=O)c2ccc(Br)s2)C1 (stereo not drawn)	4%	0%	30%	0.4%	-3%
CC(=O)c1ccc(NC(=O)C2CCCN(S(=O)(=O)c3c(C)[nH]c(=O)[nH]c3=O)C2)cc1 (stereo not drawn)	2%	3%	-7%	1.1%	-4%
CCCCN1C2=NCCCN2c2cc(C)c(C)cc21	-3%	2%	15%	0.5%	5%
Cc1noc(C)c1COC(=O)c1ccc2c(c1)OCO2	-2%	-1%	-2%	1.6%	2%
COC(=O)c1ccccc1NC(=O)CSc1n[nH]c(-c2cccnc2)n1	3%	-3%	0%	6.4%	1%
CC/C(C)=N/Oc1nc(C)cc(C)n1	-2%	-2%	-2%	0.8%	13%
CCCCNC(=S)NNC(=O)CCn1nc(C)c(Br)c1C	2%	-2%	3%	4.7%	-5%
O=C1NC(=O)c2c(NC(=O)C3CCCO3)cccc21 (stereo not drawn)	-10%	3%	-7%	i	-6%

Quoted at random: three compounds from above.
SMILES	H1N1 NS1A inhibition	H37Rv inhibition	M. tuberculosis	inhibitors of VEEV	PhoP GFP inhibition	others
O=C(CNc1ccccc1Cl)c1ccc(Br)cc1	-2%	8%	?	i	-4%
CCOC(=O)C(C)Sc1nc(=O)n2cccc(C)c2n1 (stereo not drawn)	-18%	-1%	-8%	1.5%	7%
CCCCNC(=S)NNC(=O)CCn1nc(C)c(Br)c1C	2%	-2%	3%	4.7%	-5%

Remaining list, next part.
SMILES	H1N1 NS1A inhibition	H37Rv inhibition	M. tuberculosis	inhibitors of VEEV	PhoP GFP inhibition	others
Cc1cc(C)c2nc(-c3ccccn3)cc(C(=O)Nc3cc(C)on3)c2c1	5%	5%	-3%	0.9%	-5%
CC(C)=CCC/C(C)=C/CNC(=O)C[C@H]1C[C@H](C(=O)N2CCCCC2)[C@@]2(C)c3[nH]c4cc(CCC(=O)N(C)C)ccc4c3CCN2C1=O	-2%	.	.	2.0%	.
O=C(Nc1ccc(Cl)cn1)C1CCCN1S(=O)(=O)c1ccc(Cl)cc1 (stereo not drawn)	-17%	-1%	6%	i	-6%
O=[N+]([O-])c1ccc2c(c1)C(=Nc1ccccc1)c1ccccc1-2	19%	.	.	0.9%	.
COc1cc2cc(C(=O)Nc3ccc4c(c3)OCCO4)[nH]c2cc1OC	4%	0%	21%	5.5%	8%
Cc1cccc(/C=C2\CCC(=C3SCCCS3)C2=O)c1	21%	33%	?	5.1%	-9%
COc1ccc(-n2c(-c3ccccc3)nc3ccccc3c2=O)cc1	-31%	2%	1%	3.3%	4%
O=C(Nc1ccc(-c2cn3c(n2)SCC3)cc1)c1ccc2ccccc2n1	14%	24%	19%	7.5%	8%

Filtered by structure: those above with a furan ring, fused or not.
SMILES	H1N1 NS1A inhibition	H37Rv inhibition	M. tuberculosis	inhibitors of VEEV	PhoP GFP inhibition	others
COc1ccc(CCNC(=O)c2ccc(-c3cccc([N+](=O)[O-])c3)o2)cc1OC	8%	-2%	8%	8.5%	7%
O=C(c1ccc(NS(=O)(=O)c2cccc([N+](=O)[O-])c2)cc1)N1CCN(C(=O)c2ccco2)CC1	-6%	-5%	-5%	1.2%	.
Cc1cc2occ(CC(=O)NNC(=O)c3ccccc3)c2cc1C	-5%	-15%	27%	3.5%	-3%

Screens from PubChem.
